# CHO parental Ca = ATP-evoked calcium signal inhibitors, parental CHO, primary screen, counter-screen for OX1R antagonist project, cell-based, fluorescence, Fluo-8 calcium dye; parental CHO-K1, ATP-induced calcium, Fluo-8 fluorescence; inhibition, % at 5.6 µM; 330,000 compounds, 0.63% hits; AID 463079, 2010;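 active means inhibition above that plate's mean sample inhibition plus 3 SD, cut at about 26% in these data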;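 further: 0% = ATP-challenged DMSO wells and 100% = DMSO wells without ATP; some compounds past the cut are filed as inactive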
#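 Material: Parental CHO cells | Reagent: ATP | Compound dosing: Single nominal dose of 5.6 µM per compound | Detection: Intracellular calcium via Fluo-8 no-wash fluorescent dye | Read-out: % inhibition of ATP-induced calcium mobilization | Benchmarks: Low control ATP plus DMSO, high control DMSO only | Replicates: Singlicate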
# GPR7 antag = GPR7 receptor antagonists, primary screen, cell-based, fluorescence, single concentration. Neuropeptides B/W receptor type 1 (Homo sapiens), P48145. GPR7-expressing cells, fluorescence antagonist assay. inhibition, % at 4.4 µM. 290,000 compounds, 1.1% hits; in the data active means inhibition above about 16%, passing the limit was not always enough;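 further: cells stimulated with the agonist NPW; 0% = agonist with vehicle and 100% = vehicle without agonist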
# V1aR counter = agonists of human V1a receptor, primary screen, counter-screen for OXTR agonist project, fluorescence, CHO-V1R cells | Vasopressin V1a receptor (Homo sapiens), P37288 | Fluo-8 calcium fluorescence, agonist mode; 0% DMSO, 100% 3 nM vasopressin | activation, % at 3 µM | 320,000 compounds, 0.25% hits;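 active means activation above the mean activation of all tested compounds plus 3 SD, per screening run, cut at about 20% in these data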;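 further: signal is peak over basal fluorescence ratio across a 100 second FLIPR read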
# Target sequence (P37288 whole entry, looked up): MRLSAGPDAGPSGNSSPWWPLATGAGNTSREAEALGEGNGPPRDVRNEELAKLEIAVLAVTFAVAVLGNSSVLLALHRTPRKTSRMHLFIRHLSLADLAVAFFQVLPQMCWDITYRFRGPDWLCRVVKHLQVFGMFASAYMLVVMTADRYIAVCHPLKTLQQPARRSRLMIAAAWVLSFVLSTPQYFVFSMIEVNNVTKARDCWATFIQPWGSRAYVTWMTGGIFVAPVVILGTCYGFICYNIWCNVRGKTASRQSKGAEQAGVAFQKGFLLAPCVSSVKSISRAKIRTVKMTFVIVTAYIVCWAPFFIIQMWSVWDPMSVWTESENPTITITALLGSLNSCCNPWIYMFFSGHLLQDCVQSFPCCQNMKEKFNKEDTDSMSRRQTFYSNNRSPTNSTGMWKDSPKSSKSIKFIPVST
# TAAR1 antagonist = human TAAR1 antagonists, primary screen, Fluo-8 calcium fluorescence, CHO RD-HGA16 cells | 360,000 compounds, 1.5% hits | AID 624466, 2012 | Trace amine-associated receptor 1 (Homo sapiens), Q96RJ0 | antagonist | inhibition, % at 3 µM;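 active means inhibition above a per-plate cutoff, the mean inhibition of test compounds on that plate plus 3 SD, cut at about 49% in these data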;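 further: 0% = DMSO plus EC80 beta-PEA response and 100% = DMSO alone without agonist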
#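 Test system: hTAAR1-expressing CHO RD-HGA16 cells, Gα16-coupled; Probe or stimulus: EC80 β-phenethylamine stimulus; Compound dosing: single nominal final test compound concentration of 3 µM; Timing: 140 s kinetic read after compound, 140 s after agonist; Signal: Fluo-8 calcium-sensitive fluorescence; Measure: % inhibition of agonist calcium response; Controls: DMSO and EC80 PEA controls.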
# CHO-K1 Ca ag = counter-screen for M1 agonists: effect in parental CHO-K1 cells | 360,000 compounds, 0.48% hits | activation, % at 3 µM | Fluo-8 calcium fluorescence; scaled to maximal ATP response, vehicle zero; in the data active means activation above about 15%;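 further: untransfected CHO-K1 host cells lacking M1 receptor as counterscreen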
# OXTR ag = human OXTR agonists, primary screen, fluorescence, CHO-OTR cells, Fluo-8 calcium; activation, % at 3 µM; AID 2435, 2010; 320,000 compounds, 0.32% hits; Fluo-8 calcium fluorescence; normalized: DMSO 0%, oxytocin 100%; Oxytocin receptor (Homo sapiens), P30559;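 active means activation above the mean of all tested compounds plus 3 SD, cutoff set per screening run, cut at about 20% in these data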;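 further: peak over basal fluorescence ratio from a 100 s FLIPR kinetic read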
# Target sequence (P30559 whole entry, looked up): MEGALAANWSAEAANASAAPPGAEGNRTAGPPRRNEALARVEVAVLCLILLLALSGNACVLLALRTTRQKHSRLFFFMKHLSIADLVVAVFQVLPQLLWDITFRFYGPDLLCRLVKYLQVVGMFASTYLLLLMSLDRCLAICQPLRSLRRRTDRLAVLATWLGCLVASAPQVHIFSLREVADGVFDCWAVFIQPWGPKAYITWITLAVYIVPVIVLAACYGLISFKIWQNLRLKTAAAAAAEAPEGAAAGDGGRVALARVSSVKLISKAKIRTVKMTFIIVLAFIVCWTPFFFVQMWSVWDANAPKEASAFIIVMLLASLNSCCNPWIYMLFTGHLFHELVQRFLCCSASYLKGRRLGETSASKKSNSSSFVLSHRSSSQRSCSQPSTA
# OXTR potentiate = human OXTR potentiators, primary screen, fluorescence, CHO-OTR cells, Fluo-8 calcium | Oxytocin receptor (Homo sapiens), P30559 | Fluo-8 calcium fluorescence, potentiator mode; 0% = oxytocin EC15, 100% = EC100 | activation, % at 3 µM | 320,000 compounds, 0.061% hits | AID 2445, 2010;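 active means activation above that plate's cutoff, the mean activation of tested compounds plus 3 SD, cut at about 6.6% in these data, passing the limit was not always enough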;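 further: 100% uses oxytocin at 75 nM as the full agonist control; some results filed as inactive read as strong as hits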
#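 test system = CHO-OTR cells, human receptor | compound = single-point 3.0 µM | schedule = 6 min compound pre-incubation at room temperature, 100 s kinetic read | signal = Fluo-8 no-wash calcium dye fluorescence, excitation 470-495 nm, emission 515-575 nm | repeats = single well per compound, singlicate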
# CHO-K1 Ca antag = nonselective inhibitor or artifact in parental CHO-K1 cells. inhibition, % at 3 µM. 360,000 compounds, 0.6% hits. AID 602250. ATP-induced calcium, Fluo-8 fluorescence;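 active means inhibition above a per-plate cutoff, the plate's mean sample inhibition plus 3 SD, cut at about 24% in these data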;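 further: 0% = DMSO plus EC80 ATP and 100% = DMSO alone without ATP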
# CHO-K1 Ca PAM = nonselective calcium activators in parental CHO-K1 cells, primary screen, counter-screen for M1 PAM project, cell-based, Fluo-8 calcium fluorescence, full deck, 1536-well; 360,000 compounds, 0.02% hits; activation, % at 3 µM; ATP EC20; 0% at ATP EC20, 100% at ATP max;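 active means activation above the run cutoff, the mean activation of all test compounds plus 3 SD, cut at about 40% in these data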;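 further: peak over basal fluorescence ratio in a 140 s read after ATP addition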
# The depositor's hits bear a star; · = not tested or not shown.
SMILES	CHO parental Ca	GPR7 antag	V1aR counter	TAAR1 antagonist	CHO-K1 Ca ag	OXTR ag	OXTR potentiate	CHO-K1 Ca antag	CHO-K1 Ca PAM
CCCOC(=O)C(C)n1cnc2sc(C)c(C)c2c1=O (stereo not drawn)	-19.0	9.5	-0.9	4.5	0.4	-2.1	-15.7	-8.9	15.0
Nc1c(Cl)ncnc1N1CCOCC1	-10.1	-8.6	0.8	-0.7	0.4	1.1	1.7	-18.4	7.8
COc1ccc(N2C(=O)c3ccccc3NC2c2ccccc2O)cc1 (stereo not drawn)	-4.0	17.6	1.1	-12.1	0.7	-0.3	-6.3	16.4	-10.5
Clc1cncc(Cl)c1N/N=C/c1ccncc1	-2.7	-8.2	-0.7	-0.9	0.1	-2.3	-8.6	4.0	-6.7
CCn1c(=O)n(CC)c2cc(N3CCCC3)c(NC(=O)c3cccc(Cl)c3)cc21	-16.1	-6.7	-0.6	-50.8	-1.6	-3.0	-9.9	-13.3	1.0
Cc1cccc(CC2SC(N)=NC2=O)c1 (stereo not drawn)	2.2	-8.3	-0.3	-5.0	0.1	0.7	-0.3	-4.2	1.2
COCC(=O)Nc1nnc(COc2ccccc2)s1	-1.8	14.8	0.3	-9.1	0.1	-0.4	-11.4	2.0	-3.0
CC(C)c1ccc(NC2=CC(=O)CC(C)(C)C2)cc1	-18.8	-4.3	1.9	-8.1	0.6	-0.1	-4.5	-11.4	-6.3
COCCN(C(=O)COC(=O)CCOc1ccccc1)c1c(N)n(Cc2ccccc2)c(=O)[nH]c1=O	4.4	·	0.5	·	1.4	0.4	-7.4	0.2	10.5
CC1(c2ccc3c(c2)OCCO3)NC(=O)N(CC(=O)Nc2ccccc2F)C1=O (stereo not drawn)	·	·	·	2.2	0.8	·	·	29.7*	-18.9
COc1ccc(S(=O)(=O)Nc2cc(OC)c(NC(=O)c3ccco3)cc2OC)cc1	-2.1	-11.0	2.2	-18.1	1.4	-0.4	-1.2	-4.2	-2.5
N#Cc1ccccc1Cn1c(=O)n(-c2ccc(CC(=O)NCc3ccco3)cc2)c(=O)c2sccc21	-7.8	-15.9	-0.1	18.4	0.6	-0.5	-3.5	-6.4	13.2

# Brought forward from above: 6 compounds, followed by the next part.
SMILES	CHO parental Ca	GPR7 antag	V1aR counter	TAAR1 antagonist	CHO-K1 Ca ag	OXTR ag	OXTR potentiate	CHO-K1 Ca antag	CHO-K1 Ca PAM
COCC(=O)Nc1nnc(COc2ccccc2)s1	-1.8	14.8	0.3	-9.1	0.1	-0.4	-11.4	2.0	-3.0
CC(C)c1ccc(NC2=CC(=O)CC(C)(C)C2)cc1	-18.8	-4.3	1.9	-8.1	0.6	-0.1	-4.5	-11.4	-6.3
COCCN(C(=O)COC(=O)CCOc1ccccc1)c1c(N)n(Cc2ccccc2)c(=O)[nH]c1=O	4.4	·	0.5	·	1.4	0.4	-7.4	0.2	10.5
CC1(c2ccc3c(c2)OCCO3)NC(=O)N(CC(=O)Nc2ccccc2F)C1=O (stereo not drawn)	·	·	·	2.2	0.8	·	·	29.7*	-18.9
COc1ccc(S(=O)(=O)Nc2cc(OC)c(NC(=O)c3ccco3)cc2OC)cc1	-2.1	-11.0	2.2	-18.1	1.4	-0.4	-1.2	-4.2	-2.5
N#Cc1ccccc1Cn1c(=O)n(-c2ccc(CC(=O)NCc3ccco3)cc2)c(=O)c2sccc21	-7.8	-15.9	-0.1	18.4	0.6	-0.5	-3.5	-6.4	13.2
O=C(NCCN1C(=O)C2C3C=CC(C3)C2C1=O)Nc1ccccc1 (stereo not drawn)	-1.5	-5.7	1.1	2.7	0.7	-0.3	-9.3	-7.2	21.0
CCOC(=O)C1=CCN(S(=O)(=O)c2ccc(Br)cc2)C1c1cccc(C)c1 (stereo not drawn)	·	·	·	34.8	0.1	·	·	18.1	2.9
O=c1[nH]oc(O)c1-c1ncc(C(F)(F)F)cc1Cl	9.5	-9.9	0.2	5.3	2.9	0.4	-8.6	-4.5	28.6
CN(C(=O)CSc1nnc(COc2ccccc2F)n1N)C1CCCCC1	-14.7	·	0.2	-10.6	0.6	-1.7	-0.1	3.0	5.5
CCOC(=O)C(C)Oc1cccc2c(=O)n(CC(=O)NCCc3ccccc3)ccc12 (stereo not drawn)	0.8	11.3	-0.4	-13.0	0.5	0.4	-1.1	5.4	1.3
O=c1cc(CO)oc(CN2CCN(CCO)CC2)c1O	3.3	-2.9	0.1	3.5	0.1	0.1	-10.9	-6.7	1.0
COc1ccc(CNS(=O)(=O)CCNC(=O)c2ccc(OC)cc2)cc1	-26.4	·	-0.3	-5.9	-0.1	-0.1	6.8	-6.2	-12.2
S=C(NCc1ccco1)N/N=C/c1ccc(Cl)cc1	-21.0	-11.6	-0.4	18.6	0.1	-1.6	-3.5	15.5	-6.0
COc1cccc(CN2C(=O)[C@H]3Cc4c([nH]c5ccccc45)C(C)(C)N3C2=O)c1	-9.2	·	1.4	61.4*	3.0	1.4	-14.3	-0.9	0.1
O=C(CSc1nc2ccccc2c(=O)n1CCCN1CCOCC1)NC12CC3CC(CC(C3)C1)C2	-20.1	-8.6	-0.8	-49.3	2.3	-0.7	-5.4	-10.0	17.4
COc1ccc(Br)cc1S(=O)(=O)NCCN1CCOCC1	4.6	-0.6	0.7	-9.1	0.1	0.0	-14.1	-5.0	12.3
CCN1CCC[C@H]1CNCCCn1cnc2c(SC)ncnc21	·	·	·	-2.5	0.6	·	·	-17.3	27.0
CCOC(=O)C1=C(C)N=C2SC(C)C(=O)N2C1c1ccc(C(=O)OC)cc1 (stereo not drawn)	-5.4	-3.0	1.1	7.5	0.6	0.7	-3.0	-14.1	20.6
COc1ccc(OCc2nnc(SCC(=O)NC3CC4CCC3C4)o2)cc1 (stereo not drawn)	-26.1	-8.8	0.7	-0.5	4.6	2.4	-11.3	-16.7	10.4
CC1=C(C(N)=O)C(c2ccccc2)n2nc(-c3cccs3)nc2N1 (stereo not drawn)	-5.9	17.8	-0.1	-1.1	0.3	0.4	-3.8	-5.5	22.2
O=C1C2(CCC13COC(c1ccc(O)cc1)OC3)COC(c1ccc(O)cc1)OC2 (stereo not drawn)	-10.2	-5.7	3.9	-14.4	0.4	4.5	-9.6	-9.3	1.0
Cc1cc(C)c2cc(C#N)c(NCCCNC(=O)c3ccncc3)nc2c1	·	·	·	8.6	0.4	·	·	7.8	8.6
CN(C)C(=O)CCc1ccc2c3c([nH]c2c1)[C@]1(C)[C@@H](C(=O)N2CCCCC2)C[C@H](CC(=O)NCc2ccco2)C(=O)N1CC3	-8.3	·	·	-9.5	0.6	·	·	-6.8	15.4
O=C(OCc1ccc([N+](=O)[O-])cc1)c1cc([N+](=O)[O-])ccc1N1CCOCC1	21.1	·	-0.4	8.2	2.4	-0.1	-12.3	8.6	4.0
Nn1c(SCC(=O)Nc2cccc(C(F)(F)F)c2)nncc1=O	-7.8	-10.6	15.1	-18.9	2.2	1.1	1.1	-1.0	-12.4
CC(=O)c1cn(C)c(=O)c2ccccc12	-2.7	16.1	0.6	0.7	1.4	0.7	4.3	-7.0	18.8
Cc1cc(NC(=O)COc2ccc(F)c(Cl)c2)no1	-9.2	-17.2	0.3	-18.9	0.4	0.1	-5.1	10.9	-23.9
CC(C)c1nc(SCC(=O)Nc2ccc3c(c2)OCCO3)c2c(=O)n(C)c(=O)n(C)c2n1	-11.3	-10.8	-0.1	-1.8	0.6	0.7	-1.8	-3.9	19.1
COc1cc(C(=O)NCc2cc3ccccc3n2C)cc(OC)c1OC	-27.7	-10.0	2.6	-13.5	16.4*	-0.9	-5.0	15.9	-11.3
COc1ccc(OCC(=O)NNC(=O)c2cccc(S(=O)(=O)N(C)C)c2)cc1	-0.5	-4.6	-1.0	11.7	0.1	0.3	1.6	-14.0	15.5
CC12CCC(=O)N1C(C(=O)Nc1ccc(F)c(F)c1F)CS2 (stereo not drawn)	-8.7	·	-0.8	-3.5	1.6	0.0	5.6	3.4	-0.8
Cc1ccc2c(c1)c(N=Nc1ccc([N+](=O)[O-])cc1)c(O)n2C	1.9	7.4	0.8	-15.3	0.4	1.3	-8.3	-14.0	6.2
Cc1ccc(NC(=S)/N=C(\N)Nc2nc(C)c3cc(C)ccc3n2)c(C)c1	-26.0	-1.9	0.2	15.6	-0.6	-0.8	-1.9	-8.3	10.1
CC(C)C1Nc2ccc(C(=O)NCCCN3CCOCC3)cc2NC1=O (stereo not drawn)	-7.4	-14.0	0.2	·	0.5	-0.2	-3.2	-5.2	3.5
O=C(CSc1nc2ccsc2c(=O)n1CC1CCC(C(=O)O)CC1)c1ccc(F)cc1 (stereo not drawn)	-10.2	5.4	-0.3	22.0	-0.6	0.1	-11.6	-9.2	-2.9
Cc1ccc(C2NC(=O)NC(O)(C(F)(F)F)C2C(=O)c2ccccc2)o1 (stereo not drawn)	-7.8	-12.0	0.0	-14.3	-0.1	0.3	-1.1	3.7	3.2
COc1ccccc1CNS(=O)(=O)c1c(C)[nH]c(C)c1C(=O)N1CCCC1	-2.8	-15.4	-0.3	-36.9	-0.2	-0.6	-9.6	-4.3	3.2
Cc1nc(SCC(=O)N2CCCCCC2)c2c(=O)n(C)c(=O)n(CC(C)C)c2n1	·	·	·	-24.2	3.9	·	·	-7.3	9.6
Cn1nc(OC(=O)Nc2ccccc2)cc1C(F)(F)F	-7.3	-3.0	1.6	·	·	3.0	-16.4	·	·
CCCCOc1ccc(C(=O)NCc2ccccn2)cc1	-34.2	-0.6	0.1	-12.5	-0.4	-2.3	3.4	-11.9	-0.1
O=C(NC(=S)Nc1ccc(-c2ccccc2)cc1)c1ccccc1	·	·	·	-15.8	1.2	·	·	-11.5	18.0
COc1ccccc1CN(C(=O)c1cnccn1)C(C(=O)NC1CCCCC1)c1cc(OC)c(OC)c(OC)c1 (stereo not drawn)	-24.9	-6.8	-0.3	-7.3	0.5	-0.2	-19.8	-3.0	-6.6

# High-throughput results from PubChem.
